Source: PubChem
RXFP1 antagonist = blocks the human relaxin receptor RXFP1; activity change, negative = inhibition, % at 57.5 µM; Q9HBX9; HEK293-RXFP1, relaxin-stimulated cAMP HTRF, 30 min; hits give low values; hit rate 0.59% among 350,000;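 active means activity change of -60% or lower, but not beyond a set lower limit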; further: on the % scale 0 is the no-effect control and ±100 the full control effect
D2 agonist = D2 dopamine receptor (human) agonism; P14416; HEK293 T-REx D2 cells, calcium flux agonist mode; activation, % at 2 µM; hit rate 0.53% among 340,000; AID 485358;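 active means activation over 3 SD above normal in the single-dose calcium agonist read, cut at about 30% in these data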; further: 0% is about no effect
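In this primary screen, compounds producing a positive calcium signal within 180 s of addition to tetracycline-induced, force-coupled HEK293 Trex D2 cells are flagged; cells are dye-loaded with a no-wash calcium kit beforehand.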
D2 PAM = positively modulates the human D2 dopamine receptor allosterically. HEK293 T-REx D2, calcium flux, EC20 dopamine potentiation. AID 485347. potentiation, % at 10 µM. P14416. hit rate 0.34% among 340,000;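 active means potentiation over 3 SD above the plate norm, cut at about 30% in these data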; further: 0% is about no effect
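Primary screen. Calcium kinetics in induced HEK293 T-REx D2 cells: compound pre-addition 180 s, EC20 dopamine, 180 s more.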
D1 agonist = activates the human D1 dopamine receptor. P21728. HEK293 T-REx D1 cells, calcium flux, agonist mode. activation, % at 2 µM. hit rate 1% among 360,000; in the data active means activation above about 30%; further: 0% is about no effect
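Agonism was scored from calcium flux recorded over 180 s (1 read/s) after pintool compound addition, following a 10-cycle baseline. Cells were inducible force-coupled HEK293 TREx D1, plated overnight at 30 C and loaded with no-wash calcium dye.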
D2 antagonist = antagonists of human D2 dopamine receptor; P14416; HEK293 TREx D2 cells, calcium flux, dopamine EC80; inhibition, % at 10 µM; hit rate 2% among 340,000; AID 485344; in the data active means inhibition above about 30%; further: 0% is about no effect
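Read-out: kinetic calcium fluorescence (1 cycle/s) in inducible HEK293 T-REx D2 cells after an EC80 dopamine addition that followed 180 s compound preincubation. Loss of the dopamine response indicates antagonism.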
TRHR PAM = allosterically enhances the human TRH receptor; TRHR cells, fluo-8 calcium fluorescence, EC20 TRH enhancement; enhancement, % at 2 µM; hit rate 0.66% among 360,000; P34981; in the data active means enhancement above about 30%; further: 0% is about no effect
Target sequence (P34981 whole entry, looked up): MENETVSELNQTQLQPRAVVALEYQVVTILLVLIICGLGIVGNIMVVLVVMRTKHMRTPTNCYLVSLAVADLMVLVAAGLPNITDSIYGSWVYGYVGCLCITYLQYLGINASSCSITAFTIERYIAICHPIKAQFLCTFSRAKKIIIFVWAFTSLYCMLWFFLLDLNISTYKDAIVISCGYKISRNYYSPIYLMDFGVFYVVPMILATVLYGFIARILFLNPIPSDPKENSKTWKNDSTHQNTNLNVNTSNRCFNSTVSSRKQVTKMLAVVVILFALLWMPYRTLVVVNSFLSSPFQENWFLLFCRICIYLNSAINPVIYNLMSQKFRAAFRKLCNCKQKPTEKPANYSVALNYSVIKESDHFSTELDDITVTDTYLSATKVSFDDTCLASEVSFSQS
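Enhancer read-out: after compound pinning and an initial kinetic agonist-mode read, an EC20 of TRH (10 nM final) was injected and fluo-8 calcium signal (Ex 480/Em 530) followed at 1 s/cycle for 100 cycles in TRHR-expressing cells.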
RXFP1 ag = RXFP1 (human) receptor agonism; Q9HBX9; HEK293T-RXFP1 cAMP TR-FRET, 30 min; response scale: percent of porcine relaxin response, buffer zero; Potency, µM (series often up to 57.5 µM), for the others: top-dose activation, actives largely listed as activators; hit rate 0.3% among 370,000; active means well fitted activation curve with a large enough effect; further: potency means the concentration at half of the fitted maximal effect; on the % scale 0 is the no-effect control and ±100 the full control effect; nearly all actives have a fitted effect of over 60% in size; many of its hits are not listed in these tables
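cAMP rise read by TR-FRET after 30 min, 37C compound exposure (up to 58 uM) in RXFP1-transfected HEK293 cells with Ro 20174 present. EC50 from Hill-equation fits, with 29 nM porcine relaxin as 100% and buffer as basal.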
D1 antagonist = human D1 dopamine receptor antagonism | activity change, negative = inhibition, % at 10 µM | HEK293 TREx D1 cells, calcium flux, dopamine EC80; hits give low values | hit rate 3.2% among 360,000 | P21728; in the data active means activity change below about -30%; further: on the % scale 0 is the no-effect control and ±100 the full control effect
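Tetracycline-induced HEK293 T-REx cells with force-coupled D1 receptor were loaded with a no-wash calcium dye. Compound was added after a 10 s baseline and read kinetically for 180 s; EC80 dopamine was then added and calcium flux followed another 180 s.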
D1 PAM = enhances dopamine response at the human D1 receptor. P21728. HEK293 TREx D1 cells, calcium flux, dopamine EC20 potentiation. potentiation, % at 10 µM. hit rate 0.036% among 360,000; in the data active means potentiation above about 30%; further: 0% is about no effect
Starred values were filed as active, the others as inactive; nt = no result given.

item | SMILES | RXFP1 antagonist | D2 agonist | D2 PAM | D1 agonist | D2 antagonist | TRHR PAM | RXFP1 ag | D1 antagonist | D1 PAM
1 | Cc1cccc(C)c1Nc1ncnc(N)c1[N+](=O)[O-] | 7 | 1.0 | -11 | 2 | -3 | 0 | -1.4% | 0 | -3
2 | O=C(C1CC(=O)N(c2ccc3c(c2)OCCO3)C1)N1CCN(Cc2ccccc2F)CC1 (stereo not drawn) | -5 | 0.1 | -11 | 0 | 13 | 48* | 2.0% | 17 | -5
3 | C=CCNC(=S)N1CCN(CCN=CC2=C(O)CC(c3ccco3)CC2=O)CC1 (stereo not drawn) | nt | -0.2 | 3 | 0 | 2 | -10 | -0.9% | nt | 0
4 | CC1CCN(C2CCN(C(=O)c3ccccc3F)CC2)CC1 | 2 | 0.0 | 12 | 0 | 7 | -1 | -0.2% | -82* | -2
5 | COc1ccc(OC)c(NC(=O)c2cccnc2)c1 | 3 | -1.4 | 9 | 1 | -8 | 11 | 3.3% | 5 | 10
6 | O=C(CCc1nc(-c2ccccc2F)no1)NCc1ccco1 | 0 | 0.5 | 7 | 1 | -1 | 12 | -0.2% | 10 | 0
7 | Cc1ccc(S(=O)(=O)N(C)CC(=O)O/N=C(\N)c2cccc([N+](=O)[O-])c2)cc1 | -13 | -0.3 | -4 | 11 | -6 | 0 | -0.5% | -26 | -4
8 | COc1cccc(NC(=O)CC2C(=O)NC3CCCCC3N2C(=O)c2ccc(F)cc2)c1 (stereo not drawn) | 4 | 0.6 | 8 | -2 | -16 | -3 | 2.8% | 22 | -2
9 | CCSc1nc2c(cnn2-c2ccccc2)c(=O)n1N | -10 | -0.4 | 1 | 3 | -15 | -1 | 0.2% | 8 | -4
10 | Cc1ccc(/C=C(\C#N)C(=O)Nc2cc(C)ccc2C)cc1 | nt | nt | -12 | 2 | nt | 0 | 14% | 3 | -2
11 | COc1ccccc1OCCNC(=O)c1c(-c2ccccc2Cl)noc1C | -4 | 0.7 | 2 | 3 | -5 | -2 | -3.7% | -1 | 2
12 | Cc1cc(-c2onc(C)c2C(=O)Nc2ccc(C(F)(F)F)cc2)no1 | -5 | 0.4 | 1 | 3 | -17 | 3 | -2.6% | 7 | -6
13 | CN(CC(=O)NCCCN1CCOCC1)S(=O)(=O)c1cc(Cl)ccc1Cl | 2 | 0.0 | 1 | 1 | 13 | 3 | 3.1% | -8 | -3
14 | COc1ccc(/C=C(\C#N)c2nc(-c3cc4ccccc4oc3=O)cs2)cc1OC | -7 | nt | 0 | 1 | nt | -7 | 3.1% | -6 | 2
15 | CCCCc1nc2ccccc2n2c(-c3ccc(C)cc3)c3c(=O)n(C)c(=O)n(C)c3c12 | -3 | 0.0 | 13 | -1 | nt | 4 | 0.8% | 4 | -6
16 | NC(=O)c1ccc(NC(=O)COC(=O)/C=C/c2cccs2)cc1 | -11 | 1.0 | 10 | 2 | 2 | 5 | -0.2% | -13 | -6
17 | CCN1CCN(c2cc(C)c3cc(NC(=S)N4CCN(c5ccccc5)CC4)ccc3n2)CC1 | -5 | 0.8 | -3 | 1 | -1 | -4 | -0.6% | -19 | -2
18 | Cc1ccc(-c2ccc(/C=N\NC(=O)C3C(=O)NCC3c3ccccc3)o2)cc1Cl (stereo not drawn) | -12 | 0.1 | 11 | 3 | 2 | 4 | -0.4% | 4 | 1
19 | O=c1c2ccccc2sc2ccc(Cl)cc12 | 33 | -1.6 | -8 | 3 | -1 | 0 | 6.1% | -3 | -3
20 | CCCN(CCC)S(=O)(=O)c1ccc(C(=O)O)cc1 | -6 | -0.7 | -1 | 3 | -25 | -3 | -1.9% | 14 | 2

Records above printed as active in TRHR PAM:
| item | Molecule | RXFP1 antagonist | D2 PAM | D1 agonist | D2 antagonist | TRHR PAM | RXFP1 ag | D1 antagonist | D1 PAM |
| --- | --- | --- | --- | --- | --- | --- | --- | --- | --- |
| 2 | O=C(C1CC(=O)N(c2ccc3c(c2)OCCO3)C1)N1CCN(Cc2ccccc2F)CC1 (stereo not drawn) | -5 | -11 | 0 | 13 | 48* | 2.0% | 17 | -5 |

(listing goes on)
item | SMILES | RXFP1 antagonist | D2 agonist | D2 PAM | D1 agonist | D2 antagonist | TRHR PAM | RXFP1 ag | D1 antagonist | D1 PAM
21 | CCn1c(SCC(=O)Nc2cc(C)on2)nnc1-c1ccc(C)cc1 | 6 | 0.6 | 4 | 2 | 10 | -2 | 1.1% | -1 | -6
22 | Cc1ccnc(NC(=O)CNC(=O)c2ccc3c(c2)OCO3)c1 | 6 | 0.1 | -4 | 4 | -1 | 12 | -0.9% | 1 | 2
23 | CCN(CC)c1ccc(C(=O)OCc2c(C)noc2C)cc1 | -9 | -5.4 | 5 | 7 | 7 | 4 | 1.3% | -6 | -9
24 | Cc1ccc(C(C)c2c(C)c([N+](=O)[O-])cc(C)c2[N+](=O)[O-])cn1 (stereo not drawn) | -6 | -0.6 | 4 | 7 | 7 | -7 | 0.0% | -7 | -5
25 | CCOc1cc(S(=O)(=O)NCc2ccccc2)ccc1Br | 13 | 0.6 | -11 | 2 | 7 | -1 | 3.1% | nt | -6
26 | Cc1nc2nc(NC(=O)CC(C)C)[nH]n2c(=O)c1Cc1ccccc1 | 6 | -1.3 | 6 | -1 | nt | 5 | 2.2% | 4 | 2

Gathered by group: those above with a halogen
item | SMILES | RXFP1 antagonist | D2 agonist | D2 PAM | D1 agonist | D2 antagonist | TRHR PAM | RXFP1 ag | D1 antagonist | D1 PAM
2 | O=C(C1CC(=O)N(c2ccc3c(c2)OCCO3)C1)N1CCN(Cc2ccccc2F)CC1 (stereo not drawn) | -5 | 0.1 | -11 | 0 | 13 | 48* | 2.0% | 17 | -5
4 | CC1CCN(C2CCN(C(=O)c3ccccc3F)CC2)CC1 | 2 | 0.0 | 12 | 0 | 7 | -1 | -0.2% | -82* | -2
6 | O=C(CCc1nc(-c2ccccc2F)no1)NCc1ccco1 | 0 | 0.5 | 7 | 1 | -1 | 12 | -0.2% | 10 | 0
8 | COc1cccc(NC(=O)CC2C(=O)NC3CCCCC3N2C(=O)c2ccc(F)cc2)c1 (stereo not drawn) | 4 | 0.6 | 8 | -2 | -16 | -3 | 2.8% | 22 | -2
11 | COc1ccccc1OCCNC(=O)c1c(-c2ccccc2Cl)noc1C | -4 | 0.7 | 2 | 3 | -5 | -2 | -3.7% | -1 | 2
12 | Cc1cc(-c2onc(C)c2C(=O)Nc2ccc(C(F)(F)F)cc2)no1 | -5 | 0.4 | 1 | 3 | -17 | 3 | -2.6% | 7 | -6
13 | CN(CC(=O)NCCCN1CCOCC1)S(=O)(=O)c1cc(Cl)ccc1Cl | 2 | 0.0 | 1 | 1 | 13 | 3 | 3.1% | -8 | -3
18 | Cc1ccc(-c2ccc(/C=N\NC(=O)C3C(=O)NCC3c3ccccc3)o2)cc1Cl (stereo not drawn) | -12 | 0.1 | 11 | 3 | 2 | 4 | -0.4% | 4 | 1
19 | O=c1c2ccccc2sc2ccc(Cl)cc12 | 33 | -1.6 | -8 | 3 | -1 | 0 | 6.1% | -3 | -3
25 | CCOc1cc(S(=O)(=O)NCc2ccccc2)ccc1Br | 13 | 0.6 | -11 | 2 | 7 | -1 | 3.1% | nt | -6

An excerpt; rates above refer to the full screens.
